Assay outcomes as filed in PubChem.
ERK AVP block = qHTS Assay for Inhibitors of the ERK Signaling Pathway using a Homogeneous Screening Assay. HEK293-V1b, vasopressin-stimulated pERK AlphaScreen. Potency, µM (series often up to 57.5 µM), inactives show at the highest dose activity, negative = inhibition, hits mostly inhibitors. 0.99% of 72,000 active; also: potency is read from the fitted curve at half-maximal effect; % is scaled to controls: 0 for no effect and ±100 for the full control effect; nearly all actives have a fitted effect of over 55% in size
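HEK293 cells stably expressing V1b receptor, seeded overnight in 1% FBS, were treated with compounds for 30 min at 37C, then stimulated 5 min with 25 nM vasopressin; phospho-ERK read by AlphaScreen SureFire after lysis.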
15-hLO inh = qHTS Assay for Inhibitors of 15-hLO (15-human lipoxygenase). purified 15hLO-1, xylenol orange hydroperoxide absorbance. Potency, µM (top dose mostly 57.1 µM), for inactives: top-dose activity change, negative = inhibition, actives largely listed as inhibitors. 1.4% of 74,000 active; also: potency is read from the fitted curve at half-maximal effect; % is scaled to controls: 0 for no effect and ±100 for the full control effect; nearly all actives have a fitted effect of over 55% in size
Target sequence (P16050 whole entry, looked up): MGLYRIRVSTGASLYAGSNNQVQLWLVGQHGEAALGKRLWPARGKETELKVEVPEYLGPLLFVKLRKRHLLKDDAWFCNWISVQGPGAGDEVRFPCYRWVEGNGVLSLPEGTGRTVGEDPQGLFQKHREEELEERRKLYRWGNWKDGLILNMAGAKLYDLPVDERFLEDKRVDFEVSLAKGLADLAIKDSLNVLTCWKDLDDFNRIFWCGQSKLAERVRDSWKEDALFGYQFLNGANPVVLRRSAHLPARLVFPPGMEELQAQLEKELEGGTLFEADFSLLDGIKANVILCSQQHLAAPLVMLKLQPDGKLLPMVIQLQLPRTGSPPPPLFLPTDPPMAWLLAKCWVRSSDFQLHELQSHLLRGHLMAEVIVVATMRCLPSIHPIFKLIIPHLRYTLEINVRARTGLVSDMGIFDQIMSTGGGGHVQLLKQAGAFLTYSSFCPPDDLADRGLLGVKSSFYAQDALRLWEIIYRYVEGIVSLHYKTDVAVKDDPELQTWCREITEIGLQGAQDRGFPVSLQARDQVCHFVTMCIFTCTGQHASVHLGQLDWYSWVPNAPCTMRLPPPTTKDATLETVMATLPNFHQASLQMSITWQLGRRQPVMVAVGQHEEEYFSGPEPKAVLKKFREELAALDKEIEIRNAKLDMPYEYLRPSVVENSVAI
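Readout: Fe(III)-xylenol orange absorbance, 573-to-405 nm ratio as reaction progress. Enzyme 40 nM purified human 15hLO-1, substrate 50 uM arachidonic acid, 6 min RT after 15 min compound preincubation; Hepes pH 7.5 buffer with Triton X-100.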
Rhodamine autofl = qHTS Assay for Spectroscopic Profiling in Rhodamine Spectral Region. max dye-equivalent concentration, M. Rhodamine-region fluorescence, 547/598 nm, Tris buffer; active compounds read high. 0.05% of 59,000 active. AID 594, 2007; in the data active = max dye-equivalent concentration above about 11 nM; inconclusive = between about 1.1 nM and that limit
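Intensities are converted to rhodamine-equivalent concentration using a six-point rhodamine standard on each plate. Compounds sit 15 min at room temperature in 100 mM Tris buffer, pH 8.0; read uses the 547/598 nm excitation/emission pair.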
Tau filament bind = qHTS Assay for Tau Filament Binding; Microtubule-associated protein tau (Homo sapiens), P10636; recombinant tau filaments, thioflavin S fluorescence, 15 h; filaments grown with octadecylsulfate alongside compound; Potency, µM (highest dose often 57.1 µM), for inactives: at the top dose activity change, negative = inhibition; 2% of 71,000 active;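 also: potency is read from the fitted curve at half-maximal effect; % is scaled to controls: 0 for no effect and ±100 for the full control effect; actives lower thioflavin S fluorescence by blocking filaments or displacing dye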
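Thioflavine S fluorescence (ex 450, em 510 nm) reports filaments formed from 1 uM human tau plus 30 uM ODS over 15 h at 37 C (10 mM HEPES pH 7.4, 100 mM NaCl, 5 mM DTT); compounds displacing dye or blocking filaments lower signal.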
CRE Fsk mod = Cell signaling CRE-BLA (Fsk stim). CHO CRE-bla reporter (cAMP response element driving beta-lactamase), forskolin EC10, beta-lactamase ratio. Potency, µM (doses to about 38.2 µM), for the others: at the top dose activity change, negative = inhibition, hits mostly activators. 2.5% of 71,000 active. AID 662, 2007; active = well fitted activation curve with a large enough effect in the signal ratio, with a control signal flat, not every such curve was filed as active; inconclusive = small, poorly fitted or top-dose-only effect, or effect the other way, or a change in a side signal; the % refers to the signal ratio; also: potency is read from the fitted curve at half-maximal effect; % of control where 0% means no effect
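CRE-bla CHO reporter cells treated with compound titration plus EC10 NKH 477 (water-soluble forskolin), incubated 3 h at 37 °C; CCF4 loading 2 h at room temperature, 460/530 nm emission ratio read, AC50 values derived for positive or negative modulators.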
HADH2 inhib = qHTS Assay for Inhibitors of HADH2 (Hydroxyacyl-Coenzyme A Dehydrogenase, Type II). 3-hydroxyacyl-CoA dehydrogenase type-2 (Homo sapiens), Q99714. recombinant HADH2, NADH fluorescence, beta-hydroxybutyryl-CoA. Potency, µM (top dose mostly 57.1 µM), for the others: at the top dose activity change, negative = inhibition, usual class: inhibitors. 3.4% of 73,000 active. AID 886, 2007; also: potency is read from the fitted curve at half-maximal effect; % is scaled to controls: 0 for no effect and ±100 for the full control effect; nearly all actives have a fitted effect of over 60% in size; many of its hits are not listed in these tables
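His-tagged recombinant enzyme from E. coli, 20 nM, preincubated 15 min RT with compound; reaction started with 1 mM NAD+ and 90 uM beta-hydroxybutyryl-CoA in 100 mM Tris-HCl pH 9.0. NADH fluorescence (ex 360/em 450) read over 4 min; last-minus-first difference.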
DNA Pol III inh = qHTS Assay for Inhibitors of DNA Polymerase III Holoenzyme System. Potency, µM (titrated, usually from 57.1 µM), for the others: at the top dose activity change, negative = inhibition. 0.25% of 71,000 active. reconstituted DNA polymerase III holoenzyme replication, biochemical; also: potency is read from the fitted curve at half-maximal effect; % is scaled to controls: 0 for no effect and ±100 for the full control effect
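Reconstituted *E. coli* holoenzyme (0.35 nM Pol III, 1 nM beta, 154 nM SSB, 2 nM primase) was preincubated with compound for 15 min at RT. Synthesis on 1.4 nM ssM13Gori ran 35 min, then was stopped with PicoGreen/EDTA and read as dsDNA fluorescence.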
HBB splicing = qHTS Assay for Modulators of Hemoglobin Beta Chain Splicing. HBB splicing reporter cell assay, activation; EGFP reporter with mutant IVS2-654 intron; response scale: normalised to 500 nM splice-correcting PNA. Potency, µM (titrated, usually from 46.1 µM), for inactives: at the top dose activation, most hits filed as activators. 0.06% of 65,000 active; also: potency is read from the fitted curve at half-maximal effect; 0% is about no effect
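Compounds were applied for 2 days to HeLa EGFP-654 cells, 500/well in Optimem with 2% FCS. The reporter's EGFP is disrupted by mis-splicing of beta-globin intron IVS2-654. Readout: summed well GFP fluorescence from 488 nm laser scanning; reference was 500 nM antisense […] 654 PNA.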
Luciferase inh = qHTS Assay for Inhibitors of Firefly Luciferase; Luciferin 4-monooxygenase (Photinus pyralis), P08659; Potency, µM (highest dose often 57.1 µM), without a hit: at the top dose activity change, negative = inhibition, most hits filed as inhibitors; AID 411, 2009; purified firefly luciferase, luminescence, 8 min; 2.2% of 72,000 active; also: potency is read from the fitted curve at half-maximal effect; % is scaled to controls: 0 for no effect and ±100 for the full control effect; nearly all actives have a fitted effect of over 40% in size
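Inhibition of light generation by firefly luciferase from ATP and luciferin was profiled with concentration-response curves per sample, ATP held at 10 uM within the enzyme's linear range. Plates were read by luminescence after an 8-minute ambient incubation.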
TexasRed autofl = qHTS Assay for Spectroscopic Profiling in Texas Red Spectral Region. Compound fluorescence, Texas Red channel, 547/618 nm; active compounds read high. 0.06% of 59,000 active. max dye-equivalent concentration, M. AID 587, 2007; in the data active = max dye-equivalent concentration above about 10 nM; inconclusive = between about 1.1 nM and that limit
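Fluorescence at ex 547/em 618 nm, normalized against an on-plate Texas Red standard series to give dye-equivalent concentration per compound concentration. Buffer 100 mM Tris, pH 8.0; 15 min RT incubation before CCD imaging.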
Hsp90 Hop PPI = qHTS Assay for Disrupters of an Hsp90 Co-Chaperone Interaction; AID 595, 2007; 0.44% of 71,000 active; Hsp90 C-terminal peptide / TPR2A (Hop) interaction, human; Potency, µM (series often up to 57 µM), without a hit: at the highest dose activity change, negative = inhibition; AlphaScreen TPR2A-His6 binding biotin-Hsp90 C-terminal peptide; active = well fitted curve in either direction with a large enough effect; inconclusive = small, poorly fitted or top-dose-only effect, or another doubt; also: potency is read from the fitted curve at half-maximal effect; % is scaled to controls: 0 for no effect and ±100 for the full control effect; many of its hits are not listed in these tables
Active calls of the source: *; i = inactive; u = inconclusive; x = no result given; [ ] = dose if it differs, or a comment. Unless noted, calls follow the shape of the dose curve; as a rule, active = well fitted curve in the direction sought with a large enough effect; inconclusive = small, poorly fitted or top-dose-only effect, or another doubt; inactive = no such curve, though single readings can be large; an effect the other way counts as inactive or inconclusive. Only part of the results is shown; count on the stated rates, not on these rows.

SMILES | ERK AVP block | 15-hLO inh | Rhodamine autofl | Tau filament bind | CRE Fsk mod | HADH2 inhib | DNA Pol III inh | HBB splicing | Luciferase inh | TexasRed autofl | Hsp90 Hop PPI
COc1nc(C)nc(Cl)c1NC1=NCCN1 | -2% | u | i | 21%[25.6 µM] | -7%[17.1 µM] | 7% | -4%[25.6 µM] | 0.3% | 5%[25.5 µM] | i | -2%[26 µM]
CCC1C(=O)OCC1Cc1cncn1C (stereo not drawn) | 4% | -6%[25.6 µM] | x | 40µM* | 7% | -4% | -5% | x | -4% | x | -1%
